# STAT1 blocker – reduces IFN-gamma driven STAT1 reporter signal. NIH 3T3 STAT1-luciferase reporter, luminescence. inhibition, % at 5.5 µM. actives 0.35% (n = 200,000). AID 920;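 active = inhibition above a set limit, the mean inhibition across all tested compounds plus 3 SD, cut at about 34% in these data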;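 note: 0% = IFN-gamma with DMSO and 100% = IFN-gamma with 300 µM nifuroxazide; values of inactives mirror those of a sister screen read the other way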
# APP 5'UTR act – activates APP 5'UTR luciferase reporter; SH-SY5Y APP 5'UTR luciferase reporter, luminescence; zero percent = DMSO vehicle wells; activation, % at 2 µM; actives 1% (n = 190,000);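 active = activation above a set limit, based on mean plus 3 SD of controls, cut at about 140% in these data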; note: values of inactives mirror those of a sister screen read the other way
# APP transl inh – APP translation inhibition; SH-SY5Y APP 5'UTR-luciferase reporter, luminescence; inhibition, % at 2 µM; actives 0.82% (n = 190,000); AID 1285;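 active = inhibition above a set limit, derived from the sample mean plus 3 SD, cut at about 45% in these data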; note: values of inactives mirror those of a sister screen read the other way
# FLuc inh counter – counter-screen for luciferase assay inhibitors: firefly luciferase inhibition | ATPLite firefly luciferase biochemical luminescence, 10 min | P08659 | actives 1.5% (n = 200,000) | inhibition, % at 10 µM;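 active = inhibition above about 50% when tested at 10 µM, limit read from the data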
# Target sequence (P08659 whole entry, looked up): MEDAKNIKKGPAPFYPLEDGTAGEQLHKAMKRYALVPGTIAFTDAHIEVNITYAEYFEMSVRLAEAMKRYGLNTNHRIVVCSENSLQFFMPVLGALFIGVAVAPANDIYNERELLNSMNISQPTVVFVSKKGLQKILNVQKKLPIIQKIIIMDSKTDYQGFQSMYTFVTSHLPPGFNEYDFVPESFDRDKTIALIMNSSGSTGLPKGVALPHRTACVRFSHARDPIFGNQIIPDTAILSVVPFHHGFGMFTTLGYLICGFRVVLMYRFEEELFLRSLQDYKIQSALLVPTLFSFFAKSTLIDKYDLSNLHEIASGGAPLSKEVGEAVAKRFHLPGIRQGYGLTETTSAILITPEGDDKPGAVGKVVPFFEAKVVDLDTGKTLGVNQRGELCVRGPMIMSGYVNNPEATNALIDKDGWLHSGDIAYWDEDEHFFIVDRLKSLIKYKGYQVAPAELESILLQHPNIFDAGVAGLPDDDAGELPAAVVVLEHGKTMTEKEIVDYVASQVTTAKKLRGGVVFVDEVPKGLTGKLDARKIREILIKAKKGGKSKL
# NF-kB neuron act – raises NF-kB expression in human neuronal cells; fold change at 12.5 µM; AID 1239; NF-kB reporter expression; stronger effect = higher value; actives 1.6% (n = 190,000); in the data active = fold change above about 3.3
# STAT1 activator – activators of IFN-gamma induced STAT1 signaling | NIH 3T3 STAT1-luciferase reporter, luminescence; 100% = IFN-gamma alone, no compound | activation (% of control), % at 5.5 µM | actives 2.6% (n = 200,000);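 active = activation above the screen-wide mean activation plus 3 SD, cut at about 130% in these data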;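 note: raw ratio to IFN-gamma control signal so 100% means no change and 0% no light; values of inactives mirror those of a sister screen read the other way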
# Hsp70 activator – switches on Hsp70 transcription | AID 1203 | HeLa Hsp70 promoter luciferase reporter, luminescence; scaled: vehicle 0, proteasome-inhibitor control 100% | actives 0.04% (n = 200,000) | activation, % at 10 µM;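 active = activation above the mean across all tested compounds plus 3 SD, cutoff set per campaign, cut at about 5.5% in these data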;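 note: 100% = MG132 at 30 µM as the positive control and 0% = DMSO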
# RAM inhibit – yeast RAM network inhibition. S. cerevisiae dse1pr::URA3 reporter, 5-FOA growth OD615, 2 d; analog-sensitive cbk1-as2 kinase mutant strain. inhibition, % at 50 µM. actives 1.8% (n = 190,000). AID 868;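 active = inhibition above a set limit, 3 SD over mean compound inhibition, cut at about 8.4% in these data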;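 note: 0% = DMSO-only wells with no growth and 100% = 10 µM 1-NA-PP1 full growth; inhibition rescues growth on 5-FOA so higher OD means more RAM inhibition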
# STAT3 blocker – STAT3 signaling inhibition; inhibition, % at 5.5 µM; U3A cells, IL-6 STAT3-luciferase reporter, luminescence; host cell line lacks STAT1; actives 0.89% (n = 190,000);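 active = inhibition above the mean inhibition across all screened compounds plus 3 SD, cut at about 44% in these data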;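 note: 0% = DMSO only wells and 100% = 100 µM nifuroxazide control wells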
# STAT3 act – STAT3 signaling activation; U3A cells, IL-6 STAT3-luciferase reporter, luminescence; 100% = signal with IL-6 EC80 alone; activation (% of control), % at 5.6 µM; actives 0.91% (n = 190,000); AID 871;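 active = activation above the screen-wide mean of compound activation plus 3 SD, cut at about 130% in these data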;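 note: 0% = background luminescence of wells with medium and substrate only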
#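 Test system: human U3A cells carrying STAT3-luciferase construct; control set: IL-6-only wells as 100% reference; timing: compound pre-incubation 1 h before IL-6, then 6 h stimulation at 37 °C; also added: IL-6 stimulus at 33 ng/mL final; evaluation: % activation versus median of IL-6-stimulated wells; detection: reporter luminescence signal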
# * marks the source's active call; other numbers are inactive results; x = not tested or not shown.
smiles,STAT1 blocker,APP 5'UTR act,APP transl inh,FLuc inh counter,NF-kB neuron act,STAT1 activator,Hsp70 activator,RAM inhibit,STAT3 blocker,STAT3 act
O=C(Nc1ccc(N2CCN(C(=O)c3ccco3)CC2)cc1)C(c1ccccc1)c1ccccc1,-5,14,-14,-4,0.64,104,-0.3,4.7,-11,106
O=C(O)c1c2c(nc3ccc(F)cc13)CCC2,8,-5,5,-3,1,93,-0.1,-0.2,-1,104
CCC(=O)NS(=O)(=O)c1cccnc1Nc1ccccc1Cl,-2,13,-13,-1,1.3,102,-0.3,0.6,6,101
CC(C)c1c(Cl)c(O)c(-c2ccccc2)c(=O)n1-c1ccc(F)cc1,10,15,-15,-3,1.2,92,-0.3,-0.3,2,98
CC(C)COCc1ccc(O)c2ncccc12,-5,-5,6,-5,0.93,104,0.1,-0.4,14,98
CC1CCc2nn(CC(=O)NCc3ccc4c(c3)OCO4)cc2C1 (configuration not stated),-5,1,-1,-7,1,105,0.1,0.5,6,95
Cc1cccn2c(CNC3CCCc4ccccc43)c(C(=O)N3CCCCC3)nc12 (configuration not stated),10,-1,1,-2,0.74,90,-0.2,1.1,4,102
O=C(Nc1ccnc(-c2cccnc2)n1)c1ccc(Cl)c(Cl)c1,-6,-4,4,-5,1.3,105,0.2,2.8,22,81
O=C(O)c1cccc(COCC(F)(F)C(F)F)c1,-1,-9,9,-19,1.2,103,0.2,1.2,-6,107
Cc1cc2cc(C(c3nnnn3CC3CCCO3)N3CCCc4ccccc43)c(=O)[nH]c2cc1C (configuration not stated),11,17,-17,-4,0.9,90,-0.1,2.7,0,103
Cn1c(=O)c2c(nc(NCc3cccnc3)n2Cc2ccccc2Cl)n(C)c1=O,11,-2,2,-1,1.1,89,-0.3,2.4,0,107
Cc1ccc(NS(=O)(=O)c2ccc3[nH]c(=O)sc3c2)cc1,11,17,-16,-6,1.2,89,0.1,2.2,5,97
COc1ccc(N/N=C(\C=N\O)C(=O)c2ccc(OC)cc2)cc1,-1,-88,88*,-6,0.99,101,-0.2,3.1,10,97
CCN(CC)c1ccc(C=Nc2ccc(C)cc2C)c(O)c1,-7,-19,19,4,1.4,105,0.0,2.9,7,100
O=C(NC1CCCCC1)[C@H](O)[C@@H](O)C(=O)NC1CCCCC1,1,1,-1,-4,0.95,99,0.1,0.1,8,96
CC(C)c1ccc(C2CC(c3ccc(Br)cc3)=NN2C(N)=S)cc1 (configuration not stated),-6,65,-65,-2,1.4,105,-0.4,2.2,2,100
CN(C)CCCCCCCCCCC(=O)/C=N/O,3,-1,1,x,x,98,-0.5,x,9,101
COCCn1c(SCC(=O)c2c[nH]c3ccccc23)nnc1-c1ccncc1,4,2,-2,-7,0.97,97,-0.4,0.8,-42,136*
CCCCCCCCOC(=O)/C=C/c1c(C)[nH]c(=O)[nH]c1=O,1,4,-4,-8,1.2,99,-0.4,3.4,3,96
CCSc1nc(=O)n(-c2ccccc2)c(C)c1C(C)=O,-5,11,-11,-1,1.7,105,0.8,-0.2,6,101
Cc1coc2c(C)c3oc(=O)c4c(c3cc12)CCC4,-7,x,10,x,x,101,0.1,x,7,97
O=C(N/N=C/c1ccco1)Nc1ccccc1,-29,58,-58,19,2.3,126,-0.2,0.8,-6,100
CC(Sc1ccc(Br)cc1)C(N)=O (configuration not stated),6,4,-4,-1,1.3,94,0.0,1.0,-1,103
C=CCC1(CC=C)CCCN1C(=O)CC1C(=O)NCCN1Cc1ccccc1OC (configuration not stated),1,21,-21,-4,1,98,-0.3,-0.2,-1,104
CCOC(=O)c1ccccc1NC(=O)c1ccc2nccnc2c1,3,6,-6,-6,0.8,97,0.0,2.1,17,89
Clc1ccc(N2CCN(c3cnc4ccccc4n3)CC2)cc1,-23,-4,4,5,2.1,122,0.5,4.1,21,83
Fc1ccc(/C=N/Nc2ccccn2)cc1,-19,49,-49,30,2,117,-0.1,0.5,1,97
O=C(/C=C(\c1ccc(Cl)cc1)n1cncn1)c1ccc(Cl)cc1,7,-23,23,0,0.99,94,0.1,4.9,-2,104
CCOC(=O)c1cc(CN2CCOCC2)oc1-c1ccccc1,-4,7,-7,-5,1,104,-0.2,0.3,-3,105
CN(C(=O)CSc1nnc(Nc2ccccc2)s1)C1CCS(=O)(=O)C1 (configuration not stated),-3,-4,4,14,0.99,102,0.5,2.0,8,100
CN(C(=O)COC(=O)CCc1nc2ccccc2c(=O)[nH]1)C1CCS(=O)(=O)C1 (configuration not stated),0,1,-1,-8,1,99,-0.1,0.6,0,101
CC(N=Cc1ccccc1O)c1ccccc1 (configuration not stated),17,-3,4,-1,1,84,-0.3,0.9,2,105
CCOc1ccc(CNC(=O)c2ccc(Sc3ccc(C)cc3)c(NC(C)=O)c2)cc1OC,10,25,-25,5,0.99,91,-0.5,3.3,5,96
COc1ccc(NC(=O)Nc2cc(C)ccc2OC)cc1,-5,20,-20,25,1.1,104,0.2,2.6,22,85
O=C(Oc1ccc(Nc2ncnc3ccccc23)cc1)c1cccnc1,-10,-12,12,-1,1.3,108,-0.3,2.3,12,94
Cn1cc(CN2CCCC(C(=O)c3ccc(-c4ccccc4)cc3)C2)cn1 (configuration not stated),-2,-7,7,-3,1.1,100,-0.2,-0.2,-8,109
COc1cc(C(=S)N2CCCC2)ccc1O,0,-8,8,-1,0.98,100,-0.4,0.0,-7,112
CCOc1ccc(C(CC(=O)O)NC(=O)c2cccs2)cc1 (configuration not stated),2,-8,8,-2,1.2,98,-0.3,0.9,-3,106
COc1cccc(/C=C/C(=O)c2c(O)cc(C)oc2=O)c1O,13,11,-11,5,2.9,88,0.0,1.4,-1,98
Cc1ccc(CCNC(=O)CNC(=S)N(Cc2ccccc2)Cc2cccnc2)cc1,8,-2,2,-4,0.85,93,-0.3,0.7,9,100
CN1CCN(C(=O)C2=C[C@@H](c3ccccc3)C[C@@H](OCc3ccc(CO)cc3)O2)CC1,7,3,-3,1,1,95,0.8,1.0,x,x
CCOc1cc(C)c(C(C)C)cc1S(=O)(=O)n1cnc(C)c1,14,25,-25,-5,1.1,86,-0.1,1.4,10,98
COc1ccc(CC(=O)OCC(=O)NCc2ccccc2Cl)cc1,1,-10,10,-2,1.3,99,-0.2,2.2,1,103
Cc1ccc(N(CCC#N)C(=O)CCl)cc1C,24,-33,33,-2,0.1,78,-0.2,0.8,24,78
c1ccc(OCCOc2ccccc2-c2nnco2)cc1,-17,-2,2,-3,1.6,115,-0.2,2.4,0,105
Cc1nc(N2N=C(c3ccc(Cl)cc3)CC2c2ccco2)sc1C(=O)N(C)C (configuration not stated),-9,40,-40,7,0.99,108,-0.2,1.5,7,98
COc1cc(CNCCC2CCOC(C)(C)C2)ccc1O (configuration not stated),-4,-4,4,-3,0.94,104,-0.3,1.6,-3,107
CCOC(=O)C1CCN(S(=O)(=O)c2cccc(-c3cn4cccc(C)c4n3)c2)CC1,9,6,-6,-3,0.82,92,-0.4,0.4,26,83
Cc1ccccc1OCc1nnc2n1CC(C)S2 (configuration not stated),-11,9,-9,-6,1.1,110,-0.2,-0.2,8,98
CCOc1ccc(NC(=O)CN2CCN(CC(=O)Nc3cccc(F)c3)CC2)cc1,-6,-2,2,-1,0.98,104,-0.2,0.7,5,99
COc1ccc(S(=O)(=O)NCc2csc(C)n2)cc1,1,6,-6,-6,1.4,99,0.0,0.1,11,93
Cc1c(N(C(=O)Cc2cccs2)C2(C(=O)NC3CCCC3)CCCCC2)c(=O)n(-c2ccccc2)n1C,2,9,-9,-5,4.1*,97,0.1,2.3,12,100
C=CCN(CC=C)C(=S)NC(=O)c1ccc(C)c(Br)c1,5,-2,2,-6,2.1,95,-0.3,1.0,4,96
CC(=O)NCCN1C(=O)S/C(=C\c2cccs2)C1=O,-16,-3,3,4,1.2,113,0.1,0.9,5,99
Cc1ccc(C(=O)N2C(CC(=O)Nc3ccc(Cl)cc3)C(=O)NC3CCCCC32)cc1 (configuration not stated),4,8,-8,2,0.74,95,0.0,2.2,5,102
C/C(=N/NC(=O)c1ccc(Cl)s1)c1ccc(NC(=O)COc2ccc(Cl)cc2)cc1,-1,1,-1,-7,1.4,101,-0.4,3.0,22,84
O=C(NC(Nc1nc2ccc([N+](=O)[O-])cc2s1)(C(F)(F)F)C(F)(F)F)c1cccnc1,46*,-1,1,-9,0.48,59,-0.3,2.5,71*,42
COC(=O)CSc1nc2c(c(=O)n(C)c(=O)n2C)n1CCCc1ccccc1,9,4,-4,0,0.6,93,0.2,0.0,21,88
CCOc1ccc(-c2cn(-c3ccc(OC)cc3)c(SC)n2)cc1,-49,128,-128,5,3.8*,144*,0.4,1.1,-6,103
OCC(CO)(CO)N=Cc1cc(Br)ccc1O,5,3,-3,-7,1.1,96,-0.3,0.2,5,98

# Entries listed above shown as hits in APP transl inh.
SMILES,STAT1 blocker,APP 5'UTR act,APP transl inh,NF-kB neuron act,STAT1 activator,Hsp70 activator,RAM inhibit,STAT3 act
COc1ccc(N/N=C(\C=N\O)C(=O)c2ccc(OC)cc2)cc1,-1,-88,88*,0.99,101,-0.2,3.1,97

# Further structures follow.
smiles,STAT1 blocker,APP 5'UTR act,APP transl inh,FLuc inh counter,NF-kB neuron act,STAT1 activator,Hsp70 activator,RAM inhibit,STAT3 blocker,STAT3 act
CC1(c2ccc3noc(-c4ccccc4)c3c2)OCCO1,0,1,-1,-7,1.2,101,-0.2,0.1,0,104
Cc1nc2ccc(NC(=O)c3ccc([N+](=O)[O-])cc3[N+](=O)[O-])cc2s1,10,7,-6,-6,1.4,89,-0.3,3.3,6,97
CC(=O)c1ccc(NS(=O)(=O)Cc2ccccc2)cc1,-6,2,-2,-13,0.91,106,-0.1,-0.5,0,102
CCn1c(=O)n(CC(=O)N2CC(C)CC(C)C2)c(=O)c2ccccc21 (configuration not stated),0,14,-14,-7,0.93,100,-0.1,-0.7,6,98
O=C(NC1CC1)C1CCN(Cc2cnn(-c3ccccc3)c2-n2cccc2)CC1,-1,5,-5,-2,0.89,101,-0.1,2.8,-4,101
CCCc1cc(=O)[nH]c(SCC(=O)Nc2cc3c(cc2C(C)=O)OCO3)n1,-2,-5,5,-3,1.2,104,0.2,3.0,2,100
C=CCNC(=S)NCc1ccc(CNC(=S)NCC=C)cc1,1,5,-5,-8,1.2,98,0.0,3.3,4,99
O=C(COC(=O)CCCNC(=O)c1ccc(Cl)cc1)NCc1ccccc1Cl,-5,13,-12,4,1.1,105,-0.4,-0.7,10,96
Cc1ccc(C(=O)Nc2cc3c(oc2=O)CCCC3=O)cc1,-26,79,-79,-3,1.8,123,0.0,-0.9,13,98
O=C1C2CC=C(Cl)CC2C(=O)N1CC1OCCc2ccccc21 (configuration not stated),9,10,-10,5,1.1,92,-0.3,-0.7,13,94
Cc1cc2ccccc2c(=O)n1CC(=O)NCC(=O)N1CCN(c2ccccc2F)CC1,10,5,-5,-3,0.9,91,-0.2,4.3,5,99

# Screening results: PubChem, several laboratories
